# Screening results deposited in PubChem BioAssay by National Center for Advancing Translational Sciences (NCATS).
# TexasRed fluor: Total Fluorescence Counterscreen for Inhibitors of the Interaction of Thyroid Hormone Receptor and Steroid Receptor Coregulator 2; Potency, µM (series often up to 106 µM), for the others: at the top dose fluorescence change, negative = quenching; 0.29% of 280,000 active; TRb/SRC2 Texas Red total fluorescence interference; active means well fitted curve in either direction with a large enough effect; inconclusive means small, poorly fitted or top-dose-only effect; further: potency means the concentration at half of the fitted maximal effect; on the % scale 0 is the no-effect control and ±100 the full control effect
#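 Human TRb ligand-binding domain at 0.6 uM with 20 nM Texas Red SRC2 peptide in Tris buffer containing 1 uM T3 and 5% DMSO, incubated with compound 5 h at ambient temperature. Total fluorescence (555/632 nm) calculated as parallel + 2 × perpendicular.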
# TRb SRC2 PPI: qHTS for Inhibitors of the Interaction of Thyroid Hormone Receptor and Steroid Receptor Coregulator 2. Thyroid hormone receptor beta (Homo sapiens), P10828. AID 1469, 2008. 0.065% of 280,000 active. Potency, µM (doses to about 106 µM), inactives show at the top dose activity change, negative = inhibition, actives largely listed as inhibitors. TRbeta-SRC2 peptide binding, fluorescence polarization; receptor liganded with 1 µM T3;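 further: potency means the concentration at half of the fitted maximal effect; plate controls were bound peptide for no effect and peptide without receptor for full effect; nearly all actives have a fitted effect of over 50% in size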
# Target sequence (P10828 whole entry, looked up): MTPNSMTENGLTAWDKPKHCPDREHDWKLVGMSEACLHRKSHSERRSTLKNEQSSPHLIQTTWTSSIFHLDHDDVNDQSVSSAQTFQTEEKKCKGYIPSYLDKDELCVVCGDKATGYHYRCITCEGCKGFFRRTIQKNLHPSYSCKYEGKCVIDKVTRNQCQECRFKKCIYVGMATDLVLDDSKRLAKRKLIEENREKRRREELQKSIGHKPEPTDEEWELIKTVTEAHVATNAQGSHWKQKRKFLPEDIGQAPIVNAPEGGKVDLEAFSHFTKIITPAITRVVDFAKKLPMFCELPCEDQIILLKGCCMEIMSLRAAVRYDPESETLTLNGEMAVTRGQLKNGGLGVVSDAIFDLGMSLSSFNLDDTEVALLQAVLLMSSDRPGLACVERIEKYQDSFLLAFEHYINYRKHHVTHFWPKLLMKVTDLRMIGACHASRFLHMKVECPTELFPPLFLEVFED
#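 Fluorescence polarization of 20 nM Texas Red SRC2 peptide with 0.6 uM human TRb ligand-binding domain, in Tris buffer with 1uM T3 and 5% DMSO. Incubated 5 hr ambient; normalized to unbound and bound controls.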
# Tau fibril FP: qHTS for Inhibitors of Tau Fibril Formation, Fluorescence Polarization | 0.39% of 280,000 active | Microtubule-associated protein tau (Homo sapiens), P10636 | K18 P301L tau heparin fibrillization, Alexa594 FP, 6 h | Potency, µM (doses to about 57.7 µM), without a hit: top-dose activity, negative = inhibition, actives largely listed as inhibitors; further: potency means the concentration at half of the fitted maximal effect; on the % scale 0 is the no-effect control and ±100 the full control effect; nearly all actives have a fitted effect of over 55% in size
# Target sequence (P10636 561-689 P618L limits assumed): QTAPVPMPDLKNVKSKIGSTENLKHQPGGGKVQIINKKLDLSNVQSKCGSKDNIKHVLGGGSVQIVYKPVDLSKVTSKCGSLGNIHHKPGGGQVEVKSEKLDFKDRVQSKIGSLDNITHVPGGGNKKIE
#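 Human tau K18 […] P301L fragment, 15 uM unlabeled plus 0.24 uM Alexa 594-labeled tau (final), with compound and 20 uM heparin in 100 mM sodium acetate pH 7; 6 hr at 37 C, then Alexa 594 FP read.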
# aGal spleen mod: qHTS Assay for Inhibitors and Activators of Human alpha-Galactosidase From Spleen Homogenate; 0.008% of 240,000 active; Alpha-galactosidase A (Homo sapiens), P06280; human spleen homogenate, 4MU-alpha-Gal fluorescence, 40 min; Potency, µM (series often up to 80 µM), inactives show top-dose activity change, negative = inhibition, actives largely listed as inhibitors;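 further: potency means the concentration at half of the fitted maximal effect; 0% = enzyme with vehicle and -100% = no enzyme basal signal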
#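 Human spleen homogenate (1 ug) as enzyme source, 4-methylumbelliferyl-alpha-D-galactopyranoside 1 mM final, citrate/phosphate pH 5.0 with 0.01% Tween-20. Compounds 40 min at 37C, NaOH/glycine stop; fluorescence Ex 365/Em 440, Hill-fit AC50.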
# NPSR antag: qHTS Assay for Antagonists of the Neuropeptide S Receptor: cAMP Signal Transduction. CHO-NPSR cells, cAMP TR-FRET, antagonist mode. Potency, µM (doses to about 38.3 µM), for inactives: top-dose activity change, negative = inhibition, most hits filed as inhibitors. 1% of 220,000 active. AID 1461, 2008; further: potency means the concentration at half of the fitted maximal effect; on the % scale 0 is the no-effect control and ±100 the full control effect; nearly all actives have a fitted effect of over 50% in size; many of its hits are not listed in these tables
# Tau fluor cs: Counterscreen qHTS for Inhibitors of Tau Fibril Formation, Fluorescence Polarization | 0.93% of 280,000 active | Potency, µM (highest dose often 57.7 µM), inactives show at the top dose activity change, negative = decrease | tau K18 P301L Alexa594 fluorescence, heparin fibrillization; further: potency means the concentration at half of the fitted maximal effect; on the % scale 0 is the no-effect control and ±100 the full control effect; nearly all actives have a fitted effect of over 55% in size
#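 Human tau K18 P301L (15 uM unlabeled, 0.24 uM Alexa 594-labeled) in 100 mM sodium acetate pH 7 with 20 uM heparin, 6 hr at 37 C. ThT 30 uM added, 1 hr ambient; Alexa 594 FP and total fluorescence read at 555/632 nm.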
# Epigenetic derep: Quantitative High-Throughput Screen for Regulators of Epigenetic Control | 0.2% of 280,000 active | murine LDR cells, GFP reporter derepression, 30 h | Potency, µM (series often up to 53.9 µM), for inactives: at the top dose GFP activation, usual class: activators; further: potency means the concentration at half of the fitted maximal effect; % of control where 0% means no effect; nearly all actives have a fitted effect of over 60% in size
#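 In this reporter-derepression format, murine cells bearing a silenced integrated CMV-GFP locus incubate with test compound (30 h, 37 C), then are washed and imaged; fluorescent objects of 20–120 um count as induced cells.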
# CBFb-RUNX1 inh: qHTS Assay for Compounds Blocking the Interaction Between CBF-beta and RUNX1 for the Treatment of Acute Myeloid Leukemia; AlphaScreen CBFb-His/RUNX1-biotin binding, biochemical; Potency, µM (highest dose often 59.8 µM), inactives show at the highest dose activity, negative = inhibition, actives largely listed as inhibitors; 230,000 tested, under 10 active; AID 1477, 2009; further: % of control where 0% means no effect
#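 Bead-based AlphaScreen assay; binding partners His-tagged CBF-beta and biotinylated RUNX1 at 30 nM each. Compound exposure 15 min after a 20-min protein preincubation; bead step 90 min; all steps at room temperature.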
# The depositor's hits bear a star; ? = inconclusive; nt = no result given; [ ] = another dose, or the depositor's remark. Unless noted, the call rests on the fitted dose curve; in most records, active means well fitted curve in the direction sought with a large enough effect; inconclusive means small, poorly fitted or top-dose-only effect, or another doubt; inactive means no such curve, though single readings can be large; an effect the other way counts as inactive or inconclusive.
# Value order: TexasRed fluor | aGal spleen mod | CBFb-RUNX1 inh | Epigenetic derep | Tau fluor cs | NPSR antag | TRb SRC2 PPI | Tau fibril FP
Cn1nccc1C(=O)N1CCc2c([nH]c3ccccc23)C1c1ccc(F)cc1 (stereo not given)
 : 0% | 4% | -16% | -1.1% | -27% | ? | 0% | 5%
Nc1nc[nH]c(=O)c1N=Cc1ccccc1
 : -2% | ? | 6% | 0.0% | -9% | -9% | -4% | -5%
CCOC(=O)N1CCN=C1SCc1ccc(Cl)c(Cl)c1
 : 2% | 0% | 9% | -2.0% | -8% | -50% | 0% | -2%
CC(/C=N/NC(=O)CN1CCN(Cc2ccc(Cl)cc2)CC1)=C\c1ccco1
 : -3% | ? | 1% | 1.1% | -12% | -12% | 4% | 1%
O=C(COc1ccc(Cl)cc1[N+](=O)[O-])N/N=C/c1cccs1
 : -1% | -4% | -21% | -0.6% | -10% | -1% | -4% | 4%
CC(=O)c1ccc(NC(=O)CN2C(=O)CCc3ccccc32)cc1
 : 1% | nt | nt | 0.0% | -23% | nt | -7% | -1%
CC(C)OC(=O)c1cccnc1SCc1cc(=O)n2ccccc2n1
 : -2% | 2% | 1% | -2.6% | -8% | 10%[46.1 µM] | 2% | 2%
CCOc1ccccc1CN1CCc2nc(N3CCN(c4ccccc4F)CC3)ncc2C1
 : 0% | nt | nt | -0.3% | -6% | nt | -6% | 2%
COc1ccc([C@H]2CC(=O)c3c(O)cc(O)cc3O2)cc1O
 : -2% | -14% | 3% | 1.1% | -10% | 37% | -1% | -2%
Cc1ccc(/C=N/N2CCN(C3c4ccccc4-c4ccccc43)CC2)s1
 : 2% | -2% | 0% | -1.0% | -21% | -1% | -2% | 7%

# At a glance, part of the list above.
# Value order: TexasRed fluor | aGal spleen mod | CBFb-RUNX1 inh | Epigenetic derep | Tau fluor cs | NPSR antag | TRb SRC2 PPI | Tau fibril FP
CCOc1ccccc1CN1CCc2nc(N3CCN(c4ccccc4F)CC3)ncc2C1
 : 0% | nt | nt | -0.3% | -6% | nt | -6% | 2%
COc1ccc([C@H]2CC(=O)c3c(O)cc(O)cc3O2)cc1O
 : -2% | -14% | 3% | 1.1% | -10% | 37% | -1% | -2%
Cc1ccc(/C=N/N2CCN(C3c4ccccc4-c4ccccc43)CC2)s1
 : 2% | -2% | 0% | -1.0% | -21% | -1% | -2% | 7%

# The listing picks up, repeating the 4 entries before the break.
# Value order: TexasRed fluor | aGal spleen mod | CBFb-RUNX1 inh | Epigenetic derep | Tau fluor cs | NPSR antag | TRb SRC2 PPI | Tau fibril FP
CC(C)OC(=O)c1cccnc1SCc1cc(=O)n2ccccc2n1
 : -2% | 2% | 1% | -2.6% | -8% | 10%[46.1 µM] | 2% | 2%
CCOc1ccccc1CN1CCc2nc(N3CCN(c4ccccc4F)CC3)ncc2C1
 : 0% | nt | nt | -0.3% | -6% | nt | -6% | 2%
COc1ccc([C@H]2CC(=O)c3c(O)cc(O)cc3O2)cc1O
 : -2% | -14% | 3% | 1.1% | -10% | 37% | -1% | -2%
Cc1ccc(/C=N/N2CCN(C3c4ccccc4-c4ccccc43)CC2)s1
 : 2% | -2% | 0% | -1.0% | -21% | -1% | -2% | 7%
CC1=NN(C(=O)CSCc2ccccc2)C(O)(c2ccc(Cl)cc2)C1 (stereo not given)
 : 0% | -1% | 3% | 0.5% | -13% | 23% | -7% | -2%
COc1ccc(OC)c(-c2csc(N(CC3CCCO3)C(=O)Cc3ccccc3)n2)c1 (stereo not given)
 : 1% | 8% | 9% | -3.3% | -29% | 39% | 1% | -3%
COc1cccc(C(=O)N2CCOCC2)c1
 : -2% | -3% | ? | 0.6% | -3% | 6% | -1% | -9%
Cc1ccc(C)c(NC(=O)Cn2c(=O)n(Cc3ccc4c(c3)OCO4)c(=O)c3ccccc32)c1
 : ? | nt | nt | ? | -1% | nt | 16% | -7%
COc1cc(/C=C/CO)cc(OC)c1OC/C=C(\C)CCC=C(C)C
 : -4% | -10% | 14% | 1.1% | -26% | -1% | 3% | -1%
N#CCCN(Cc1ccccc1)C(=S)NC(=O)c1ccccc1
 : 3% | 6% | 7% | 1.8% | -12% | 7%[46.1 µM] | -10% | -5%
CCOC(=O)c1ccc2c(c1)N(CC#N)C(=O)C(C)(C)O2
 : 1% | 5% | -2% | -2.9% | 12% | 5% | -10% | ?
Cc1cc(NC(=O)c2ocnc2C)no1
 : -6% | 5% | 5% | 2.1% | -9% | -8%[46.1 µM] | -1% | -11%
O=C(CN1C2=NCCCN2c2ccccc21)c1cccs1
 : 0% | -17% | 0% | -1.6% | 3% | 10%[46.1 µM] | -1% | -6%
COc1cc2c(cc1NC(=O)c1cccnc1)CCCC2
 : -4% | 5% | 4% | -1.1% | -12% | -8%[46.1 µM] | 4% | -2%
O=C(NNC(=O)C1CCN(Cc2cccc(F)c2)CC1)c1cccs1
 : -2% | -3% | 5% | -0.8%[10.1 µM] | 1% | 8% | -3% | -1%
COc1ccc(NC(=O)c2cc(C)n(Cc3cccs3)c2C)cc1
 : -1% | -2% | -18% | 1.3% | -25% | 19% | -3% | 4%
COc1cc2nc(N3CCN(C(=O)OCc4ccccc4)[C@H](C(=O)NC(C)(C)C)C3)nc(N)c2cc1OC
 : -1% | ? | 7% | nt | nt | nt | 4% | nt
COc1cc(NC(=O)c2ccccc2F)ccc1NC(=O)c1ccccc1Cl
 : -4% | 5% | 12% | 0.0% | -21% | -6% | -3% | -11%
O=C(O)C1CSC2(c3ccc4c(c3)OCCO4)CCC(=O)N12 (stereo not given)
 : -5% | -12% | 13% | 4.0% | -12% | 3%[46.1 µM] | -6% | -6%
COc1ccc2c(CNCc3cccs3)c(C(=O)O)n(Cc3ccc(F)cc3)c2c1
 : -3% | nt | nt | -1.2% | -9% | nt | 6% | 8%
Cc1cc(NC(=O)c2cc(Cl)ccc2Cl)no1
 : 0% | -4% | -7% | 1.9% | -5% | -2%[7.67 µM] | -11% | -2%
CCOC(=O)C1CCCN(C(=O)c2ccc3c(c2)sc2nc(-c4ccc(C)cc4C)cn23)C1 (stereo not given)
 : 1% | nt | nt | 0.0% | -14% | nt | -8% | ?
CS(=O)(=O)N(CC(=O)NCCSCc1ccccc1)c1ccc2c(c1)OCO2
 : -1% | 3% | -7% | 3.4% | -15% | -3% | -5% | 2%

# Profiles from above.
# COc1cc2nc(N3CCN(C(=O)OCc4ccccc4)[C@H](C(=O)NC(C)(C)C)C3)nc(N)c2cc1OC across the screens: TexasRed fluor: -1%; aGal spleen mod: ?; CBFb-RUNX1 inh: 7%; Epigenetic derep: nt; Tau fluor cs: nt; NPSR antag: nt; TRb SRC2 PPI: 4%; Tau fibril FP: nt
# CS(=O)(=O)N(CC(=O)NCCSCc1ccccc1)c1ccc2c(c1)OCO2 across the screens: TexasRed fluor: -1%; aGal spleen mod: 3%; CBFb-RUNX1 inh: -7%; Epigenetic derep: 3.4%; Tau fluor cs: -15%; NPSR antag: -3%; TRb SRC2 PPI: -5%; Tau fibril FP: 2%

# Some of the compounds tested, so the mix of outcomes need not match the whole.
